Source: PubChem
P. falciparum M17LAP – P. falciparum M17LAP inhibitors, primary screen, biochemical, fluorogenic H-Leu-NHMec substrate, 1536-well (AID 1619) | Leucine aminopeptidase (Plasmodium falciparum (isolate 3D7)) | recombinant M17LAP, H-Leu-NHMec fluorogenic kinetic assay; higher % means a stronger effect | inhibition, % at 30 µM; hits with a dose series show IC50 in µM | 220,000 tested, 0.38% active;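 active = compound inhibiting the enzyme by more than half at any dose during confirmatory dose-response retesting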;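 note: plate controls were full reaction with DMSO carrier for no effect and no enzyme background for full effect; strong numbers were not always called active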
Dynein cargo inh – inhibitors of GR-EGFP nuclear translocation, primary screen, dynein cargo transport inhibitor project, imaging, high-content, 3617.4 mouse cells. test concentration mostly 20 µM; stimulated with dexamethasone, 1 µM; active compounds read low. z-score, hits read low. 220,000 tested, 0.47% active;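 active = plate z-score of nuclear minus cytoplasmic receptor signal below a set negative limit, without overly bright fluorescence or cell loss, cut at about -3.5 in these data, passing the limit was not always enough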;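 note: z-score of nuclear minus cytoplasmic ring GR-EGFP intensity difference per well; some compounds called inactive have numbers as strong as hits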
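Buffer or medium: tet-free medium with charcoal-stripped serum / Also added: dexamethasone agonist, 1.0 µM final, for 30 min / Timing: induction 48 h, compound 1 h, agonist 30 min / Measured by: high-content fluorescence imaging after fixation / Read-out: nuclear-to-cytoplasmic GR-EGFP distribution per well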
MT stabilizer – microtubule stabilizers in HeLa cells, primary screen, imaging, high-content imaging; 200,000 tested, 0.83% active; HeLa tubulin immunostaining HCS, 24 h; share of cells brighter than vehicle mean+2SD; % tubulin-high responders, % at 10 µM; AID 2205, 2009;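 active = plate Z-score above 3 for both tubulin-high and condensed-nucleus cell shares, with cell loss under 80%, at 10 µM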;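 note: anti alpha tubulin signal scored within the nucleus-defined area of each cell; some results filed as inactive read as strong as hits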
ER stress rescue – rescue of cells from ER stress-induced death, primary screen, 384-well, CSM14.1, thapsigargin, ATP luminescence (AID 1222). CSM14.1 thapsigargin-induced death rescue, ATP luminescence; higher % means a stronger effect. one-dose cellular ATP content (survival), % at 20 µM; EC50 in µM for titrated hits. 190,000 tested, under 10 active;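 active = EC50 below 50 µM in the dose-response confirmation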;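 note: death triggered by thapsigargin at about 15 µM added after 2 h compound pretreatment; cell ATP read after overnight thapsigargin exposure of roughly 18 to 22 hours; normalized against plate controls of thapsigargin alone and 5% DMSO vehicle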
b-catenin transl – modulators of beta-catenin nuclear translocation, primary screen, imaging, HeLa cells, immunofluorescence, high-content; nuclear translocation activity, % at 5 µM; 190,000 tested, 0.3% active; AID 1665, 2009;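 active = nuclear translocation activity above 50% at 5 µM, with a well cell count of 50 or more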;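 note: per-cell ratio of nuclear to cytoplasmic median beta-catenin stain intensity; plate controls were DMSO negative control for no effect and GSK-3 inhibitor IX positive control for full effect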
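Test system: human HeLa cells, native beta-catenin. Compound dosing: 5 µM primary single dose, 0.1% DMSO, 0.02–20 µM confirmation series. Incubation: compound exposure 24 h at 37°C. Detection: beta-catenin immunostaining with DAPI counterstain, 20x imaging, 6 fields/well. Read-out basis: Nuclear/cytoplasmic beta-catenin signal ratio, % activation.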
UTI89 phage lysis – inhibition of K1F phage lysis, E. coli UTI89, bacterial capsule biogenesis inhibitors, alamar blue (AID 488966). 340,000 tested, 0.02% active. E. coli UTI89 K1F phage lysis, alamar blue, 2 h; higher % means a stronger effect. inhibition, % at 100 µM; hits with a dose series show IC50 in µM;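 active = phage lysis inhibition, versus mean bacterial control, above a set limit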;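 note: capsule biogenesis inhibitors block K1F phage lysis so surviving cells raise fluorescence; higher fluorescence means more inhibition of phage lysis; actives were called in the ten point dose series up to 300 µM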
Insulin prom up – insulin promoter activators in MIN6 cells, imaging, high-content screening, mouse beta cells; AID 1625, 2009; 190,000 tested, 0.3% active; MIN6 insulin promoter-GFP reporter; active compounds read high; z-score at 5 µM;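 active = z-score above 3 at 5 µM with at least 500 cells counted in the well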
Autophagy HCS – autophagy modulators in MEF cells, primary screen, imaging, high-content, MEF GFP-LC3. MEF GFP-LC3 puncta imaging; test concentration mostly 10 µM. calls only at 10 µM (by protocol). 190,000 tested, 0.98% active. AID 463193, 2010;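 active = percentage of spot-positive cells more than 3 SD above its plate mean, without a fluorescence outlier flag or 80% toxicity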;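 note: spot-positive cell cutoff set from DMSO-treated cells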
P. falciparum M1AAP – P. falciparum M1AAP inhibitors, biochemical, fluorogenic H-Leu-NHMec substrate, 1536-well (AID 1445); Aminopeptidase N (Plasmodium falciparum (isolate 3D7)); recombinant M1AAP, H-Leu-NHMec fluorogenic kinetic assay; higher % means a stronger effect; inhibition, % at 30 µM, or IC50 in µM where a hit was titrated; 220,000 tested, 0.42% active;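 active = primary inhibition above the hit cutoff, then over 50% inhibition at one or more dose response concentrations, cut at about 23% in these data, passing the limit was not always enough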;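 note: plate controls were DMSO full reaction for no effect and no enzyme background for full effect; strong numbers were not always called active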
Dynein cargo inh cytoplasmic EGFP – recorded beside Dynein cargo inh, whose call it bears; z-score; measured here: cytoplasmic GR-EGFP intensity; active compounds read high
Dynein cargo inh nuclear GR-EGFP – second read-out of Dynein cargo inh, no call of its own (marks repeat the call); z-score; measured here: nuclear GR-EGFP intensity;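 lower value marks the stronger effect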
Dynein cargo inh cell count – recorded beside Dynein cargo inh, whose call it bears; z-score; measured here: cell count per field
Insulin prom up cell count – also measured in Insulin prom up; calls as there; cell count; measured here: cytotoxicity, nuclei count;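 total cells summed across four imaged fields per well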
b-catenin transl cell count 5 µM – also measured in b-catenin transl; calls as there; cell count; measured here: cell count, cytotoxicity flag
MT stabilizer Hoechst-high % – also measured in MT stabilizer; calls as there; % Hoechst-high responders; measured here: nuclear condensation Hoechst responders;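 share of cells brighter than vehicle mean plus two SD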
MT stabilizer cytotoxicity % – also measured in MT stabilizer; calls as there; toxicity, %; measured here: cytotoxicity by cell density;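 0% = mean cell density of plate MIN control wells and 100% = no cells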
Autophagy HCS cell loss 18 h – also measured in Autophagy HCS; calls as there; toxicity, %; measured here: cell loss, nuclei count;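 cell loss after 18 h compound exposure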
An asterisk follows results filed as active; i = inactive; nt = no result given; + = active, no number; & = joins results of further samples; [ ] = remark or other dose.

SMILES	P. falciparum M17LAP	Dynein cargo inh	Dynein cargo inh cytoplasmic EGFP	Dynein cargo inh nuclear GR-EGFP	Dynein cargo inh cell count	MT stabilizer	MT stabilizer Hoechst-high %	MT stabilizer cytotoxicity %	ER stress rescue	b-catenin transl	b-catenin transl cell count 5 µM	UTI89 phage lysis	Insulin prom up	Insulin prom up cell count	Autophagy HCS	Autophagy HCS cell loss 18 h	P. falciparum M1AAP
O=C(NCc1ccco1)c1cc(-c2cccs2)nc2ccccc12	-31.5%	-2.02	0.0476	-1.36	0.326	2.3	4.1	9.4	2.3%	-1.2	1038	5.6%	-0.26	1556	i	-12.2	5.5%
CCC(Sc1ccc(C(=O)O)cc1)C(=O)O (stereo unspecified)	9.1%	-0.3	-0.23	0.115	1.85	2.5	2.2	7.7	-2.2%	0.7	1112	-0.7%	nt	nt	i	-0.3	2.1%
CN(CC(=O)NC(c1ccccc1)c1ccccc1)Cc1nc2ccccc2c(=O)[nH]1	-9.3%	0.327	-0.282	0.499	0.894	1.1	1.9	1.2	3.9%	nt	nt	-0.8%	-0.32	933	i	-32.5	-3.5%
CCC1CCCCN1C(=O)COC(=O)c1ccc(S(=O)(=O)N2CCOCC2)cc1 (stereo unspecified)	-5.4%	2	-0.101	1.32	-0.746	6.3	1.7	1.1	2.4%	-4.5	903	1.1%	0.53	1313	i	22.0	3.0%
CC1CCCCN1C(=O)Cc1ccc(F)cc1 (stereo unspecified)	24.6%	-0.596	-0.231	-0.941	0.827	4.1	1.3	1.7	-2.7%	1.3	887	1.3%	-0.22	1236	i	-8.3	12.6%
OCc1ccccc1NC(=S)Nc1cccnc1	7.1%	-0.704	-0.365	-0.347	1.34	1.1	1.7	22.6	-0.8%	nt	nt	-0.1%	-0.19	875	i	-4.9	14.6%
Cc1c(C(=O)OC(C)C(C)C[N+](C)(C)C)oc2ccccc12 (stereo unspecified)	-3.4%	1.9	0.154	2.23	-2.32	2.3	1.4	9.0	-1.3%	nt	nt	0.3%	0.48	931	i	-3.6	19.1%
c1ccc2c(NC3C4CC5CC(C4)CC3C5)nc(N3CCOCC3)nc2c1 (stereo unspecified)	-22.8%	-1.93	-0.273	-1.12	4.55	1.4	1.6	5.1	-1.3%	0.7	1579	0.7%	nt	nt	i	5.3	2.9%
CC1Nc2ccccc2C(=O)N1NS(C)(=O)=O (stereo unspecified)	-25.1%	-0.764	-0.262	-0.389	0.152	2.4	1.9	7.7	-2.0%	0.3	1116	-0.4%	-0.07	1059	i	18.1	-2.2%
CC(=O)Nc1nc2n(n1)C(c1ccc(Cl)cc1)C=C(C)N2 (stereo unspecified)	-223.8%	-0.364	-0.18	0.0442	1.27	1.8	4.0	5.0	0.1%	-1.0	1179	0.9%	-0.55	1305	i	5.2	2.8%
CN(C)S(=O)(=O)c1ccc(C(=O)OCC(=O)Nc2cccnc2Cl)cc1	4.3%	-0.77	-0.293	-0.279	0.325	2.1	2.4	10.9	-1.2%	-2.2	1076	2.2%	1.54	1210	i	3.2	6.4%
Cn1c(N)c(C(=O)COC(=O)c2ccccc2NCc2ccco2)c(=O)n(C)c1=O	30.4%	1.43	-0.184	0.631	-0.781	3.7	2.2	4.8	0.4%	-3.4	1151	0.1%	-0.46	1330	i	23.3	-9.9%
CC(C)(C)c1nc(SCC(=O)NCc2ccco2)c2ccccc2n1	6.8%	-0.775	0.226	-0.404	-2.06	3.7	2.0	8.5	-2.0%	-6.5	930	-0.4%	-0.05	1547	i	-5.4	17.7%
CCCCOC(=O)c1ccc(NC(=S)NC(=O)c2c(Br)c(C)nn2C)cc1	14.3%	-0.0515	-0.241	0.112	-0.1	1.7	1.6	2.6	-4.0%	-1.5	542	-0.2%	0.8	1213	i	-1.2	5.9%
Cc1ccc(C2(C)NC(=O)N(CC(=O)NC(=O)NC3CCCC3)C2=O)cc1 (stereo unspecified)	nt	-0.606	-0.236	-0.235	0.183	1.9	2.2	8.1	0.8%	1.1	1168	nt	-0.14	1255	i	-4.0	nt
COc1cccc(C2(c3cccc(OC)c3)CC2C(=O)Nc2cccc3ccccc23)c1 (stereo unspecified)	-8.6%	-1.01	-0.274	-0.698	0.552	4.0	2.7	8.1	-2.4%	-0.7	1188	0.7%[50 µM]	0.4	1625	i	7.2	0.8%
O=S1(=O)CCN2C(c3cccc4ccccc34)=CSC2=N1	5.0%	0.508	-0.35	-0.329	-0.118	1.2	2.7	0.2	-0.2%	-5.1	1080	0.2%	-0.41	1556	i	-1.0	1.0%
CC(C)n1nnnc1SCC(=O)NCc1cccs1	2.1%	-0.897	-0.349	-0.53	0.177	3.9	2.5	5.0	-2.1%	-0.3	1064	3.2%	0.35	1935	i	-60.6	-2.0%
COc1cc(/C=N/Nc2nc(C)cc(=O)[nH]2)ccc1OC(=O)c1cccnc1	24.9%	-1.29	-0.193	-1.04	0.873	1.9	1.6	6.9	-0.9%	-3.9	1078	-0.8%	0.72	1311	i	1.6	1.6%
COc1ccc(C)cc1NC(=O)NCc1ccco1	1.3%	-0.556	-0.28	0.0701	0.407	4.9	2.0	5.7	-0.6%	-5.7	1122	0.0%	-0.15	1483	i	15.6	6.7%
COc1cc([C@@H]2[C@H]3CN(C)CC=C3C(C#N)=C(N)C2(C#N)C#N)cc2c1OCO2	4.7%	3.23	21.3	7.17	-1.03	2.9	1.8	8.9	nt	nt	nt	-0.8%&-1.1%	nt	nt	+	21.6*	5.2%
COc1ccccc1C(=O)Nc1cc2c(ccc3ccccc32)oc1=O	-3.6%	-1.15	-0.214	-1.33	0.221	2.5	1.3	1.3	-0.7%	0.2	1329	nt	0.62	1712	i	6.0	1.6%
CCC(NC(=O)NNC(N)=S)(C(F)(F)F)C(F)(F)F	-12.9%	0.17	-0.204	0.0733	-0.104	nt	nt	nt	nt	0.6	1307	-0.8%	-0.67	1006	nt	nt	4.1%
CCCn1c(CN2CCN(C(=O)OCC)CC2)nc2c1c(=O)n(C)c(=O)n2C	-2.0%	0.236	-0.24	0.481	0.197	3.8	1.8	10.1	1.5%	-2.1	1169	-1.1%	0.52	1429	i	0.2	1.4%
Clc1ccc(-n2nnnc2-c2ccno2)cc1	12.6%	1.43	-0.204	0.513	-0.813	nt	nt	nt	nt	-2.6	1093	nt	nt	nt	nt	nt	6.1%
CCOc1ccc(NC(=O)CCC(=O)NNC(=O)COc2ccc(C)cc2)cc1	-5.2%	-0.421	-0.306	-0.252	0.327	7.5	1.4	5.1	-0.2%	-1.5	1494	0.6%	0.56	1559	i	-1.8	-0.9%
Cc1ccc(CNC(=O)c2cccc(OCc3c(C)noc3C)c2)cc1	-0.6%	1.24	-0.234	1.16	-1.85	5.9	2.0	6.1	nt	-3.1	820	1.1%	0.93	1136	i	3.6	0.4%
CC(C)CNc1oc(-c2ccc(F)cc2)nc1C#N	-10.7%	-0.45	-0.104	0.0663	-0.342	4.3	1.7	6.8	nt	-2.2	1099	8.8%	nt	nt	nt	nt	15.6%
Cc1noc(C(=O)NCc2ccc(F)cc2)c1Cl	-4.0%	0.0246	-0.15	0.102	0.0854	3.2	3.3	8.7	-1.3%	nt	nt	0.3%	0.74	882	i	5.4	0.9%
CC1CCCC(C)N1C(=O)c1cc(-c2ccc(Cl)c(Cl)c2)on1 (stereo unspecified)	7.7%	-0.885	0.117	-0.412	0.444	2.1	1.3	7.9	0.3%	nt	nt	3.4%	nt	nt	i	15.6	4.1%
CCOC(=O)c1c(NC(=O)COc2cccc3c2CCN(CC)C3=O)sc2c1CCC2	6.0%	0.292	-0.0395	0.953	-1.79	1.7	2.7	4.6	-1.6%	nt	nt	2.1%	1.04	1266	i	1.7	4.9%
Cc1ccc(Nc2nc(N)nc(CN3CCCCCC3)n2)cc1	13.7%	-2.26	0.486	-0.929	-0.476	2.0	0.5	28.8	nt	nt	nt	4.9%	0.05	1252	i	6.4	-0.5%
CCc1[nH]nc2c1C(c1ccncc1)C(C#N)=C(N)O2 (stereo unspecified)	34.7%	-0.366	-0.263	0.0715	2.06	3.9	2.0	6.5	-2.5%	0.2	1013	0.2%	-0.35	1856	i	-0.6	13.3%
CCOc1ccc2[nH]c(=O)c(CN(CCO)C(=O)c3ccccc3F)cc2c1	-10.1%	-0.485	-0.221	-0.248	0.458	2.0	2.5	10.5	-0.2%	-0.5	1117	-0.3%	-1.45	1007	i	-16.1	4.6%
CCSc1ccccc1C(=O)Nc1cc(C)on1	-8.0%	0.313	-0.252	0.768	-0.185	3.6	2.2	7.6	-0.1%	-0.2	1067	0.1%	-0.14	1766	i	0.9	6.4%
C=CCOC(=O)C1=C(C)Nc2nc3ccccc3n2C1c1ccncc1 (stereo unspecified)	-5.9%	-0.00756	-0.12	0.0194	0.756	8.5	2.9	12.1	-1.5%	-1.6	1425	0.0%	-0.13	1572	i	3.3	-0.4%

The order is random. Share with any hit: about 2.9%.
